# PME-1 inh = blocks human protein phosphatase methylesterase 1 | actives 0.53% (n = 320,000) | Q9Y570 | inhibition, % at 5.9 µM | recombinant PME-1, FP-Rh probe fluorescence polarization;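 active = inhibition above the campaign mean of all compounds plus 3 SD, cut at about 26% in these data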;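 also: competitive labeling of PME-1 active site by serine hydrolase directed probe; 0% = PME-1 with DMSO and 100% = wells lacking PME-1 enzyme; inhibitors block probe labeling so polarization falls and inhibition rises; many of its hits are not listed in these tables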
# GSTO1 inh = counter-screen for RBBP9 inhibitors: inhibitors of human GSTO1 | P78417 | recombinant GSTO1, activity-based probe fluorescence polarization | inhibition, % at 5.96 µM | actives 1.1% (n = 300,000) | AID 1974;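 active = inhibition above the campaign mean inhibition plus 3 SD, cut at about 35% in these data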;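 also: 0% = GSTO1-1 with DMSO and 100% = wells lacking GSTO1-1 enzyme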
# Target sequence (P78417 whole entry, looked up): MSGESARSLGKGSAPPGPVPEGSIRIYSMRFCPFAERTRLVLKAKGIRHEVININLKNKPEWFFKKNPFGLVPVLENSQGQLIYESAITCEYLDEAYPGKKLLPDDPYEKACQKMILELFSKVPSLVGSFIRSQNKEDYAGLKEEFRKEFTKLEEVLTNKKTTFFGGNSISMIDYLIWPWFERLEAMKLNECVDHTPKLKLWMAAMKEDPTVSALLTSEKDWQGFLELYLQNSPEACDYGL
# Fam108B inh = blocks mouse Fam108B hydrolase in RBBP9 counter-screen. inhibition, % at 9.51 µM. AID 1947. actives 0.33% (n = 300,000). recombinant Fam108B, FP-Rh probe fluorescence polarization;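 active = inhibition above the screen mean inhibition plus 3 SD, computed separately per campaign, cut at about 18% in these data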;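 also: inhibitors lower polarization as less probe binds the enzyme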
# Bcl-xL primary = inhibitors of human Bcl-xL; Q07817; GST-Bcl-xL / FITC-Bim BH3 peptide fluorescence polarization; inhibition, % at 10.9 µM; actives 0.7% (n = 320,000);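 active = inhibition above the mean of all tested compounds plus 3 SD, cutoff set per campaign, cut at about 30% in these data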;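 also: 0% = DMSO wells and 100% = unlabeled Bim-BH3 peptide competitor; inhibitors lower millipolarization by displacing the labeled peptide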
# Target sequence (Q07817 whole entry, looked up): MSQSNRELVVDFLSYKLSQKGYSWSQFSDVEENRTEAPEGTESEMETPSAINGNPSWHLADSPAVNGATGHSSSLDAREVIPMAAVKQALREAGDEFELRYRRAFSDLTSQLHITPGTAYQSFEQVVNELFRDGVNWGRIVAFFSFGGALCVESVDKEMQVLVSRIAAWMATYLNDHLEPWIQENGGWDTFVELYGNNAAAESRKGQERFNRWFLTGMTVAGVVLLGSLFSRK
# GLD-1 TGE inh = GLD-1-TGE RNA interaction inhibition (C. elegans); Q17339; purified GLD-1 + fluorescein TGE RNA, fluorescence polarization; inhibition, % at 5.96 µM; actives 0.44% (n = 320,000);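 active = percent inhibition above a per-plate cutoff, the plate mean of test compounds plus 3 SD, cut at about 30% in these data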;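 also: 0% = DMSO wells with GLD-1 and probe and 100% = wells lacking GLD-1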
# MEX-5 binding = C. elegans MEX-5 TCR-2 RNA binding activity; MEX-5/FITC-TCR2 RNA binding, fluorescence polarization; stronger effect = lower value; actives 0.38% (n = 300,000); AID 1832; activity score (negative = inhibition of binding), % at 10 µM;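 active = inhibition past about -25% in most replicates, and total fluorescence under double the plate's negative control median, limit read from the data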;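 also: 0% = DMSO and -100% = 5 µM competing unlabeled TCR2 RNA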
# MCL1 BIM primary = MCL1-BIM-BH3 interaction inhibition (human); actives 0.68% (n = 320,000); inhibition, % at 10.9 µM; GST-MCL1 / FITC-Bim-BH3 fluorescence polarization; AID 2057; Q07820;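 active = inhibition above the mean inhibition of all tested compounds plus 3 SD, set per campaign, cut at about 40% in these data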;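 also: 0% = DMSO wells and 100% = unlabeled Bim-BH3 peptide control; higher means more loss of mP so more displacement of Bim peptide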
# Target sequence (Q07820 whole entry, looked up): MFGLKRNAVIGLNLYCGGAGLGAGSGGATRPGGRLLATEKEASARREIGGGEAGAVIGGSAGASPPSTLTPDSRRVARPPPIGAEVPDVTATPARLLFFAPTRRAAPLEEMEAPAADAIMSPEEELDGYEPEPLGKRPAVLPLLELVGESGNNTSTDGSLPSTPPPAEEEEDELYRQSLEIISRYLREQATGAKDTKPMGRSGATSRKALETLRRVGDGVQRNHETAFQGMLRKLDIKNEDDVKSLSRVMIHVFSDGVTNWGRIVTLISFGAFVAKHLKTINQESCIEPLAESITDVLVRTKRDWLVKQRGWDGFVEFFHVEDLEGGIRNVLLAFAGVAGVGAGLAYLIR
# TPT1 inhibitor = inhibitors of Candida albicans tRNA 2'-phosphotransferase TPT1; recombinant caTPT1, FP RNA substrate dephosphorylation; inhibition, % at 5 µM; actives 0.81% (n = 300,000);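 active = inhibition above the mean of all tested compounds plus 3 SD, set per screening campaign, cut at about 24% in these data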;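 also: plate controls were DMSO alone for no effect and ferristatin control at 100 nM for full effect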
# PAD4 FP inh = PAD4 (human) enzyme inhibition | recombinant PAD4, RCA probe fluorescence polarization | inhibition, % at 6.36 µM | actives 0.41% (n = 330,000) | Q9UM07;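 active = percent inhibition above a cutoff equal to the mean of all tested compounds plus 3 SD, cut at about 15% in these data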;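 also: 0% = PAD4 with RCA probe and DMSO and 100% = probe without PAD4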
# * = called active by the depositor; x = not tested or not shown.
SMILES,PME-1 inh,GSTO1 inh,Fam108B inh,Bcl-xL primary,GLD-1 TGE inh,MEX-5 binding,MCL1 BIM primary,TPT1 inhibitor,PAD4 FP inh
Cc1c(Br)c([N+](=O)[O-])nn1CCCC(=O)N1CCN(c2ccccc2)CC1,-1,1,1,2,3,-3.1,3,0,3
COc1ccc2ccc(C(C)(C(C)=O)C(=O)OC(C)C)cc2c1 (stereo not drawn),-5,x,x,0,-2,x,0,x,-1
CCCN1Cc2cccc(C(=O)N3CCN(c4ccc(OC)cc4)CC3)c2C1=O,0,2,1,5,4,0.7,13,0,1
CC(C)(C)N1C(=O)c2ccc(C(=O)NCc3ccco3)cc2C1=O,-7,-2,-4,2,3,0.3,4,-1,0
CC1(C)Cc2c(sc(NC(=O)C(=O)NCC3CCCO3)c2C(=O)O)CO1 (stereo not drawn),-8,8,2,5,-4,-4.6,3,-1,0
CN1CCC(N(C)C(=O)COc2ccccc2-c2ccccc2)CC1,3,-4,9,4,1,0.0,5,0,3
COc1ccc2c(c1)C(C)=CC(C)(C)N2S(=O)(=O)c1ccc(C)cc1,-6,8,-3,9,-1,1.6,3,5,-2
O=C(CSc1nc2ccccc2n1CC(=O)N1CCCCC1)N1CCCCC1,0,8,2,2,7,-2.9,4,0,1
COc1cc2c(cc1OC)C(C)N(C(=O)c1cccc([N+](=O)[O-])c1)CC2 (stereo not drawn),6,0,-4,4,-4,2.5,2,-7,0
CC(C)CNC(=O)/C(C#N)=C1\N=C(NC(=O)c2ccco2)c2ccccc21,2,-10,1,-1,-3,-10,-6,1,-2
Fc1ccc(CN2CC[C@H]3C=CCc4cccc(c43)C2)cc1,-6,x,x,9,0,x,11,x,2
CCC1=C(OC(=O)N(CC)CC)N2C(=O)OC(=NCc3ccccc3)[C@]2(C)[C@H]2C1=CC[C@H]1C(=O)N(CC)C(=O)[C@H]12,-3,-2,-7,2,-5,0.3,2,-2,0
O=C1OCC(CO)(CO)N=C1NNc1ccccc1[N+](=O)[O-],-8,3,2,-3,4,-0.3,1,0,-2
CN(C)c1nc(N)nc(CSc2nnnn2-c2cccc3ccccc23)n1,6,-2,-2,0,-4,0.2,-7,0,3
CC(=O)Nc1ccc(NC2CCCCC2NS(=O)(=O)c2ccccc2)cc1 (stereo not drawn),8,6,-1,12,4,0.9,5,-2,5
CC1Cc2ccccc2N1C(=O)COC(=O)Cn1cnc2ccccc2c1=O (stereo not drawn),-2,7,-2,5,-6,0.2,-2,-2,-10
COc1ccc(C(O)CNc2ccc(C)cc2)cc1 (stereo not drawn),3,1,1,7,4,3.2,1,-3,0
O=C(O)CC1(CC(=O)Nc2ccc3sccc3c2)CCCCC1,-13,-25,-2,8,3,-0.7,2,-3,2
S=c1[nH]cc(Cc2ccccc2)s1,-7,14,5,12,3,1.3,-1,0,1
O=C(NC(Cc1c[nH]c2ccccc12)C(=O)O)/C(=C/c1ccc(F)cc1)NC(=O)c1ccccc1 (stereo not drawn),0,7,-1,0,11,-2.7,-4,2,-1

# Some of these compounds in order of the PME-1 inh value, ascending.
Compound	PME-1 inh
COc1ccc2ccc(C(C)(C(C)=O)C(=O)OC(C)C)cc2c1 (stereo not drawn)	-5
CCCN1Cc2cccc(C(=O)N3CCN(c4ccc(OC)cc4)CC3)c2C1=O	0
CN1CCC(N(C)C(=O)COc2ccccc2-c2ccccc2)CC1	3

# One compound at a time (already shown):
# Results for `CC(C)CNC(=O)/C(C#N)=C1\N=C(NC(=O)c2ccco2)c2ccccc21` : PME-1 inh = 2; GSTO1 inh = -10; Fam108B inh = 1; Bcl-xL primary = -1; GLD-1 TGE inh = -3; MEX-5 binding = -10; MCL1 BIM primary = -6; TPT1 inhibitor = 1; PAD4 FP inh = -2
# Results for `CCC1=C(OC(=O)N(CC)CC)N2C(=O)OC(=NCc3ccccc3)[C@]2(C)[C@H]2C1=CC[C@H]1C(=O)N(CC)C(=O)[C@H]12` : PME-1 inh = -3; GSTO1 inh = -2; Fam108B inh = -7; Bcl-xL primary = 2; GLD-1 TGE inh = -5; MEX-5 binding = 0.3; MCL1 BIM primary = 2; TPT1 inhibitor = -2; PAD4 FP inh = 0

# The results go on.
SMILES,PME-1 inh,GSTO1 inh,Fam108B inh,Bcl-xL primary,GLD-1 TGE inh,MEX-5 binding,MCL1 BIM primary,TPT1 inhibitor,PAD4 FP inh
COc1cc(/C=C/C(=O)O)cc(S(=O)(=O)NCc2ccco2)c1OC,-1,4,-2,2,4,-1.1,-2,2,-1
CC(=O)Nc1c2c(nn1-c1ccc(C)cc1)CS(=O)(=O)C2,0,9,-2,1,-6,-0.3,5,-2,2
NCCc1nnc(SCc2ccc(F)cc2)o1,1,-5,-1,1,-1,3.6,3,-3,3
COc1cccc(CNC(=O)CC2C(=O)NCCN2CCCc2ccccc2)c1 (stereo not drawn),-1,1,6,3,9,3.0,7,-2,2
COc1ccc(CCNC(=O)c2c([S-])n(-c3ccc(C)cc3)c3cccc[n+]23)cc1,10,-8,-1,-9,1,-2.0,-5,3,-1
CCOc1ccc(C2C(C(=O)c3ccco3)=C(O)C(=O)N2CCCn2ccnc2)cc1OC (stereo not drawn),0,6,-3,4,-3,-3.0,4,2,1
COc1ccc(C2c3c(ccc4ccccc34)Oc3ncn4nc(CO/N=C/c5ccccc5)nc4c32)cc1 (stereo not drawn),-2,0,1,1,2,2.5,9,-6,4
CCc1cccc(CC)c1-n1c(-c2cccnc2)n[nH]c1=S,-8,-1,-1,-16,2,-3.6,-17,-3,-1
C/C(=N\NC(=O)CNc1cccc(C)c1)c1ccc(Br)s1,11,12,2,7,0,3.6,4,0,1
O=C(CNC(=O)c1ccc(S(=O)(=O)N2CCCC2)cc1)N/N=C/c1ccccc1Cl,-1,-2,-1,2,1,-0.8,-2,-3,-7
Cc1ccc(NC(=O)CN2C(=O)/C(=C\c3cccs3)SC2=S)cc1,-2,-2,-1,4,1,0.6,7,2,-2
CCn1cc(C(=O)N[C@H](C(=O)NCCCO)C(C)C)c(=O)c2cc3c(cc21)OCO3,3,2,-3,0,-2,2.4,7,-2,-4
CS(=O)(=O)N(Cc1ccccc1Cl)c1ccc(C(=O)NCc2cccnc2)cc1,-5,-3,4,-1,-1,-3.7,4,3,-12
O=C(NCC1CCCO1)c1ccc2c(c1)ncn2-c1cccc(F)c1 (stereo not drawn),-8,9,-3,4,11,0.4,6,-2,-1
COc1ccc(C(=O)C(OC(=O)c2ccc(C)c(NC(C)=O)c2)c2ccccc2)cc1 (stereo not drawn),-9,4,-2,5,5,2.6,-1,-3,2
COC(=O)/C(=C/c1ccco1)NC(=O)c1ccco1,1,5,-3,16,13,-1.6,23,-7,2
C[n+]1cc(-c2ccccc2)oc1-c1ccccc1,-3,6,0,2,7,-0.5,4,-1,4
CCCN(CCC)C(=O)c1cc(-c2ccc3c(c2)OCO3)nc2ccccc12,5,4,5,4,-5,-0.7,5,3,-1
O=c1c(Cl)c(N2CCOCC2)cnn1-c1ncc(C(F)(F)F)cc1Cl,-3,1,-4,2,6,-0.1,-1,-3,-1
CCN(CC)C(=O)C1CCCN(Cc2ccc3c(c2)OCO3)C1 (stereo not drawn),-2,-1,-1,7,7,-3.3,6,4,-3

# Single values from above:
# MCL1 BIM primary with COc1ccc(C(=O)C(OC(=O)c2ccc(C)c(NC(C)=O)c2)c2ccccc2)cc1 (stereo not drawn) stands at -1
# Bcl-xL primary with COc1cc(/C=C/C(=O)O)cc(S(=O)(=O)NCc2ccco2)c1OC stands at 2
# PAD4 FP inh with CCn1cc(C(=O)N[C@H](C(=O)NCCCO)C(C)C)c(=O)c2cc3c(cc21)OCO3 stands at -4

# Continued:
SMILES,PME-1 inh,GSTO1 inh,Fam108B inh,Bcl-xL primary,GLD-1 TGE inh,MEX-5 binding,MCL1 BIM primary,TPT1 inhibitor,PAD4 FP inh
O=C1c2cccc3cccc(c23)C(=O)N1CC1CCCO1 (stereo not drawn),2,6,2,2,0,-2.8,7,-4,-2
CCc1nnc(NC(=O)CCN2C(=O)c3ccccc3S2(=O)=O)s1,2,-10,3,2,-4,-1.4,5,3,-2
CCCCN1C(=O)C(=O)N(CC(=O)Nc2ccccc2C(=O)OCC)C1=O,-2,7,6,-5,-4,4.5,5,0,0
CCCCNC(=O)NC1CCCC1,-8,5,5,4,-1,-0.1,-5,-2,3
Cc1cc(NC(=O)Cc2cn3ccsc3n2)n(-c2ccccc2)n1,0,5,2,-6,1,-0.5,-6,-3,3
CCc1ccccc1N(CC)C(=O)C1CCN(c2ncnc3c2nc2n3CCCCC2)CC1,10,-1,5,-1,-3,-1.9,-3,0,-2
COc1ccc(N(C)C(=O)CCS(=O)(=O)c2cccc3nsnc23)cc1,2,4,-2,10,-4,-0.7,7,0,-3
COc1ccc(CC(=O)N/N=C(\C)CC(=O)Nc2ccc(N(C)C)cc2)cc1,1,2,3,-2,-5,1.9,2,-3,3
Cc1cccc(Cn2ccc(NC(=O)c3ccc4c(c3)OCO4)n2)c1,2,5,-2,0,-7,0.3,1,2,0
COc1ccc([N+](=O)[O-])cc1NC(=O)CSCc1cc(C)cc(C)c1,4,5,1,4,-2,1.0,10,-2,-1

# Another view of some results above:
molecule	PME-1 inh	GSTO1 inh	Fam108B inh	Bcl-xL primary	GLD-1 TGE inh	MEX-5 binding	MCL1 BIM primary	TPT1 inhibitor	PAD4 FP inh
COC(=O)/C(=C/c1ccco1)NC(=O)c1ccco1	1	5	-3	16	13	-1.6	23	-7	2
C[n+]1cc(-c2ccccc2)oc1-c1ccccc1	-3	6	0	2	7	-0.5	4	-1	4

# This is a subset; count on the stated rates, not on these rows.
